TbPYK inhibitor: qHTS of Trypanosoma Brucei Inhibitors | TbPYK enzyme, Kinase-Glo Plus ATP luminescence, 45 min | Potency, µM (series often up to 76.8 µM), for the others: at the highest dose activity, negative = inhibition, usual class: inhibitors | 410,000 tested, 0.12% active | AID 624173, 2012 | pyruvate kinase (Trypanosoma brucei), Q57TT1; note: potency is the fitted concentration of half-maximal effect; % is set by controls: 0 for no effect and ±100 for the full control effect; nearly all actives have a fitted effect of over 50% in size
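In this concentration-response screen, enzyme-free wells defined baseline while DMSO plates tracked drift. Each reaction combined TbPYK, substrate, compound and 130 uM ADP for 45 min at room temperature. Kinase-Glo Plus luminescence gave the signal.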
HCV inhibitor: qHTS Assay for Inhibitors of Hepatitis C Virus (HCV). Potency, µM (doses to about 41.8 µM), for the others: top-dose activity change, negative = inhibition, usual class: inhibitors. AID 651820, 2012. Huh7.5.1 HCVcc-Cre infection, luciferase reporter, 44 h. 340,000 tested, 3.4% active; note: potency is the fitted concentration of half-maximal effect; % is set by controls: 0 for no effect and ±100 for the full control effect
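Compounds are dispensed onto cells plated 4 h earlier at 1,000 per well, with HCVcc-Cre virus (about 0.5 moi) added next. Following 44 h of culture, luminescent signal is measured for 15 sec after 15 min with substrate at room temperature.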
Pf growth 96h: Primary qHTS for delayed death inhibitors of the malarial parasite plastid, 96 hour incubation; P. falciparum luciferase reporter growth, 96 h; Potency, µM (top dose mostly 28.7 µM), without a hit: at the highest dose activity change, negative = inhibition, most hits filed as inhibitors; 320,000 tested, 6.9% active; AID 504834, 2011; note: potency is the fitted concentration of half-maximal effect; % is set by controls: 0 for no effect and ±100 for the full control effect
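Readout is luminescence from an integrated firefly luciferase in P. falciparum. Red cells, 2% hematocrit and 0.05% parasitemia final, were cultured with compound through two parasite generations (96 hours) at 37 C, 5% CO2.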
CHX counter: Cycloheximide Counterscreen for Small Molecule Inhibitors of Shiga Toxin; max response, %; cell reporter, cycloheximide protein synthesis inhibition counterscreen; 300,000 tested, 12% active; in the data active = max response mostly above about 13%, no sharp cut-off; inactive = mostly below about 14%; note: read at 38.3 µM for the half of the compounds with a filed dose; 0% is about no effect
Pf growth 48h: Primary qHTS for delayed death inhibitors of the malarial parasite plastid, 48 hour incubation | P. falciparum luciferase growth in erythrocytes, 48 h | Potency, µM (top dose mostly 28.7 µM), inactives show top-dose activity change, negative = inhibition, usual class: inhibitors | 310,000 tested, 5.9% active | AID 504832, 2011; note: potency is the fitted concentration of half-maximal effect; % is set by controls: 0 for no effect and ±100 for the full control effect
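Luciferase-expressing P. falciparum in infected erythrocytes (2% hematocrit, 0.1% parasitemia final) in RPMI 1640/0.5% Albumax were exposed to compound for 48 hours at 37 C, 5% CO2; growth read as luminescence.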
LmPK inhibitor: qHTS Assay for Inhibitors of Leishmania Mexicana Pyruvate Kinase (LmPK); Q27686; purified LmPK, Kinase-Glo ATP luminescence, 1 h; Potency, µM (highest dose often 57.5 µM), for inactives: at the highest dose activity change, negative = inhibition, actives largely listed as inhibitors; 290,000 tested, 0.37% active; AID 1721, 2009; note: potency is the fitted concentration of half-maximal effect; % is set by controls: 0 for no effect and ±100 for the full control effect
Target sequence (Q27686 whole entry, looked up): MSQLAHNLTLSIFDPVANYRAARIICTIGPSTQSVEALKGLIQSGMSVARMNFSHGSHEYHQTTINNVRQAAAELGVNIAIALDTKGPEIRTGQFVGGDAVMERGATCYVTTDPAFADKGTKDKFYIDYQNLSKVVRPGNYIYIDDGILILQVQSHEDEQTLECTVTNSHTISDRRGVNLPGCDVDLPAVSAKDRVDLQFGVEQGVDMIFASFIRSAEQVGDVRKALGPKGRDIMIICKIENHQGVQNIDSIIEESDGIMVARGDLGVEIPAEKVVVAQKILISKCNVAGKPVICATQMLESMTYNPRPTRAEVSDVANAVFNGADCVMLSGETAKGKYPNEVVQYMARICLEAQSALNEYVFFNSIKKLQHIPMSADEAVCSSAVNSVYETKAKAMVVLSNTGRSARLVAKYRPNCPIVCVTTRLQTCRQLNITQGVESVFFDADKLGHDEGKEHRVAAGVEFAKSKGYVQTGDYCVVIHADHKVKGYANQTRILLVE
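Screened at intermediate enzyme activity to detect both inhibitors and activators: LmPK at 0.1 nM, with a 0.5 nM enzyme column as activation reference. PEP 0.5 mM, ADP 0.1 mM; ATP detected by luminescence after 1 h.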
Shiga inhibitor: A qHTS for Small Molecule Inhibitors of Shiga Toxin; Vero cells, Shiga toxin protein synthesis inhibition reporter; inhibition, % at 38.7 µM; 290,000 tested, 9.2% active; in the data active = inhibition mostly above about 28%, no sharp cut-off; inactive = mostly below about 43%; note: 0% is about no effect
An asterisk follows results filed as active; ? = inconclusive; / = no result given; [ ] = remark or other dose. Unless noted, calls come from the whole dose curve; as a rule, active = well fitted curve in the direction sought with a large enough effect; inconclusive = small, poorly fitted or top-dose-only effect, or another doubt; inactive = no such curve, though single readings can be large; an effect the other way counts as inactive or inconclusive. The order is random. About 24% of those tested had a hit in this group.

No.	smiles	Pf growth 48h	HCV inhibitor	Shiga inhibitor	Pf growth 96h	LmPK inhibitor	TbPYK inhibitor	CHX counter
1	CC(=O)NC12CC3CC(C1)CC(C(=O)Nc1nccs1)(C3)C2	?	10.6%	-4.0	6.57µM*	2.5%	4.1%	-1.4
2	O=C(c1cc(-c2ccc(Cl)cc2)on1)N1CCN(c2ccc(F)cc2)CC1	-7.6%	5.5%	-7.2	?	1.4%	-7.5%	-2.4
3	O=C(O)CCC(=O)NNC(=O)c1cccc(Cl)c1	34.3%[activator]	3.7%	-8.2	59.2%[activator]	-3.8%	3.9%	8.9
4	COc1ccc(/C=N/NC(=O)c2ccc(Br)cc2)cc1CN1CCOCC1	?	-2.0%	-2.1	?	2.8%	2.1%	-1.9
5	Oc1ccc(Cl)cc1-c1cc(-c2cccc(Br)c2)n[nH]1	2.94µM*	11.2µM*	79.1*	/	1.8%	-5.0%	42.3*
6	CCOc1ccc(NC(=O)c2ccccc2NC(=O)CN(C)CC(=O)Nc2ccc(C)cc2)cc1	10.4µM*	-14.3%	-8.6	?	9.0%	1.1%	-3.2
7	COc1ccccc1-n1c(SCC(N)=O)nnc1-c1ccccc1	-15.3%	4.0%	-1.2	1.65µM*	0.6%	-4.4%	0.5
8	COC(=O)c1ccc2nc(NC(=O)CCS(=O)(=O)c3ccccc3)sc2c1	1.6%	-7.7%	-1.4	3.5%	-8.8%	0.8%	-0.9
9	COc1ccc(NC(=O)CSc2nnc(CNC(=O)c3ccco3)o2)cc1	21.2%	17.0%	-8.5	?	10.8%[11.5 µM]	4.8%	-4.0
10	Cc1ccc(C2=NN(C(=O)CN3C(=O)c4ccccc4S3(=O)=O)C(c3ccco3)C2)cc1 (stereo unspecified)	?	8.6%	-9.2	14.6%	1.9%	-4.5%	1.8

(list continues)
No.	smiles	Pf growth 48h	HCV inhibitor	Shiga inhibitor	Pf growth 96h	LmPK inhibitor	TbPYK inhibitor	CHX counter
11	Cc1ccccc1C(=O)Nn1cnnc1	11.7%	22.9%	/	10.3%	-2.2%	-4.8%	-2.7
12	Cc1cccc(Oc2coc3cc(OC(=O)c4cc5ccccc5oc4=O)ccc3c2=O)c1	28.3%	14.2%	37.8	69.3%[activator]	-0.7%	-8.0%	39.7*
13	N#Cc1ccccc1S(=O)(=O)N1CCC(C(=O)Nc2cccc(C(=O)NC3CC3)c2)CC1	-14.5%	-21.5%	/	?	/	-6.6%	/
14	Cc1ccc(/C=C2\SC(N3CCN(C(c4ccccc4)c4ccccc4)CC3)=NC2=O)o1	5.86µM*	?	-10.0	1.65µM*	2.8%	-1.0%	4.1
15	C/C(=N/NC(=O)CNc1ccc(C)cc1)c1ccc(Br)s1	?	5.9%	-1.7	-6.4%	4.2%	4.1%	7.1
16	CCN(c1ccccc1)S(=O)(=O)c1ccc2c(c1)CC(C)N2C(=O)C1CC1 (stereo unspecified)	?	?	3.4	4.15µM*	5.3%	-0.7%	5.5
17	COc1ccccc1N/N=C/c1ccc2c(c1)OCO2	5.7%	1.9%	44.9	49.9%[activator]	-9.7%	-7.0%	38.5*
18	O=C1CCCc2oc3c(cc(NS(=O)(=O)c4ccc5c6c(cccc46)C(=O)N5)c4ccccc43)c21	?	?	13.3	11.7µM*	5.0%	4.1%	11.9
19	COC(=O)C(C)n1cnc2c(cnn2-c2ccc(Cl)cc2)c1=O (stereo unspecified)	27.7%	?	69.4*	/	1.9%	-4.1%	54.3*
20	Cc1ccc(CN(C)C(=O)c2ccccc2Oc2ccccc2)o1	?	-3.6%	-4.9	?	14.8%	?	-1.9

Remaining list, next part:
No.	smiles	Pf growth 48h	HCV inhibitor	Shiga inhibitor	Pf growth 96h	LmPK inhibitor	TbPYK inhibitor	CHX counter
21	Cc1cc(C(C)(C)C)cc(S(=O)(=O)Nc2cccc(C(=O)O)c2)c1C	3.9%	10.1%	14.1	/	-2.0%	2.4%	-1.7
22	CCn1nnnc1SCC(=O)N1c2ccccc2NC(=O)CC1C (stereo unspecified)	-7.5%	7.1%	/	?	/	0.6%	/
23	NC(=O)[C@H]1CC2(CC(c3cccc(NC(=O)COc4ccc(Cl)cc4)c3)=NO2)CN1C(=O)Cc1ccc([N+](=O)[O-])cc1 (stereo partly specified)	8.28µM*	1.58µM*	-4.0	11.7µM*	-0.7%	-2.9%	-0.7
24	CCOc1ccccc1NC(=O)Nc1cccc(S(N)(=O)=O)c1	43.4%[activator]	31.6µM*	2.4	20.7%	4.5%	0.4%	11.1
25	O=[N+]([O-])c1ccc(Sc2ccccc2Cl)nc1	-8.9%	-1.4%	16.0	/	0.4%	4.3%	12.3
26	COc1ccccc1-c1cn[nH]c(=S)n1	-12.5%	-10.0%	-7.4	/	-9.9%	-6.5%	8.4
27	CCOc1ccc(OCCCC(=O)NCCc2ccc(OC)cc2)cc1	-1.6%	-28.2%	-21.9	?	-3.1%	-4.7%	6.4
28	O=C(CSc1ccccc1)NCCc1ccccc1	33.4%[activator]	-0.4%	43.9*	?	0.9%	-0.7%	36.6*
29	COc1ccc(/C=C/c2nnc(NC(=O)COc3cccc(C)c3)s2)cc1	12.5%	4.9%	-2.9	?	2.6%	-10.3%	9.4

Reprinted, compounds 12–26
No.	smiles	Pf growth 48h	HCV inhibitor	Shiga inhibitor	Pf growth 96h	LmPK inhibitor	TbPYK inhibitor	CHX counter
12	Cc1cccc(Oc2coc3cc(OC(=O)c4cc5ccccc5oc4=O)ccc3c2=O)c1	28.3%	14.2%	37.8	69.3%[activator]	-0.7%	-8.0%	39.7*
13	N#Cc1ccccc1S(=O)(=O)N1CCC(C(=O)Nc2cccc(C(=O)NC3CC3)c2)CC1	-14.5%	-21.5%	/	?	/	-6.6%	/
14	Cc1ccc(/C=C2\SC(N3CCN(C(c4ccccc4)c4ccccc4)CC3)=NC2=O)o1	5.86µM*	?	-10.0	1.65µM*	2.8%	-1.0%	4.1
15	C/C(=N/NC(=O)CNc1ccc(C)cc1)c1ccc(Br)s1	?	5.9%	-1.7	-6.4%	4.2%	4.1%	7.1
16	CCN(c1ccccc1)S(=O)(=O)c1ccc2c(c1)CC(C)N2C(=O)C1CC1 (stereo unspecified)	?	?	3.4	4.15µM*	5.3%	-0.7%	5.5
17	COc1ccccc1N/N=C/c1ccc2c(c1)OCO2	5.7%	1.9%	44.9	49.9%[activator]	-9.7%	-7.0%	38.5*
18	O=C1CCCc2oc3c(cc(NS(=O)(=O)c4ccc5c6c(cccc46)C(=O)N5)c4ccccc43)c21	?	?	13.3	11.7µM*	5.0%	4.1%	11.9
19	COC(=O)C(C)n1cnc2c(cnn2-c2ccc(Cl)cc2)c1=O (stereo unspecified)	27.7%	?	69.4*	/	1.9%	-4.1%	54.3*
20	Cc1ccc(CN(C)C(=O)c2ccccc2Oc2ccccc2)o1	?	-3.6%	-4.9	?	14.8%	?	-1.9
21	Cc1cc(C(C)(C)C)cc(S(=O)(=O)Nc2cccc(C(=O)O)c2)c1C	3.9%	10.1%	14.1	/	-2.0%	2.4%	-1.7
22	CCn1nnnc1SCC(=O)N1c2ccccc2NC(=O)CC1C (stereo unspecified)	-7.5%	7.1%	/	?	/	0.6%	/
23	NC(=O)[C@H]1CC2(CC(c3cccc(NC(=O)COc4ccc(Cl)cc4)c3)=NO2)CN1C(=O)Cc1ccc([N+](=O)[O-])cc1 (stereo partly specified)	8.28µM*	1.58µM*	-4.0	11.7µM*	-0.7%	-2.9%	-0.7
24	CCOc1ccccc1NC(=O)Nc1cccc(S(N)(=O)=O)c1	43.4%[activator]	31.6µM*	2.4	20.7%	4.5%	0.4%	11.1
25	O=[N+]([O-])c1ccc(Sc2ccccc2Cl)nc1	-8.9%	-1.4%	16.0	/	0.4%	4.3%	12.3
26	COc1ccccc1-c1cn[nH]c(=S)n1	-12.5%	-10.0%	-7.4	/	-9.9%	-6.5%	8.4
